Tn7 DDE FP – inhibitors of Tn7 peptide binding to fibrin DD(E), primary screen, biochemical, fluorescence polarization, human fibrin, Tn7 probe. 0.13% of 370,000 active. FP displacement of FITC-Tn7 peptide from fibrin DD(E); 0% = median of compound wells per plate. inhibition, % at 8.3 µM;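 active means inhibition above the mean of compounds falling within the control limits plus 3 SD of them, cut at about 14% in these data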;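 further: 0% = plate median of compound wells and 100% = 10 µM Aha-Tn7 peptide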
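Test system: human clot-derived fibrin DD(E) complex / Quantity: 2 µM final DD(E) protein / Incubation: 10 min plus 3 h, room temperature / Measured by: fluorescence polarization / Benchmarks: high control of 10 µM Aha-Tn7 peptide / Replicates: singlicate testing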
TDP2 absorb – human TDP2 enzyme inhibitors, primary screen, biochemical, epi absorbance, recombinant enzyme | Tyrosyl-DNA phosphodiesterase 2 (Homo sapiens), O95551 | T5PNP hydrolysis, p-nitrophenol absorbance 415 nm | inhibition, % at 12.8 µM | 0.34% of 370,000 active;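 active means inhibition above the mean of all tested compounds plus 3 SD, set per campaign, cut at about 25% in these data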;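 further: 0% = DMSO with enzyme and 100% = buffer with substrate but no TDP2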
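Read-out basis: percent inhibition. System: recombinant human TDP2. Buffer or medium: Mg2+-containing Tris-HCl buffer, pH 7.5. Repeats: single replicate. Timing: reaction 2 h, 37 °C. Benchmarks: high control without enzyme, low control DMSO plus TDP2. Probe or stimulus: 5 mM T5PNP. Doses: 12.8 µM only. Measured by: epi absorbance of p-nitrophenol freed from T5PNP by hydrolysis.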
ASAP1 inh – inhibitors of human ASAP1 ArfGAP activity, primary screen, biochemical, fluorescence polarization. Arf-GAP with SH3 domain, ANK repeat and PH domain-containing protein 1 (Homo sapiens), …. ASAP1-stimulated ARF1 GTP hydrolysis, GDP FP detection. inhibition, % at 16.5 µM. 0.19% of 360,000 active; in the data active means inhibition above about 25%;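 further: 0% = vehicle with enzyme and substrate and 100% = no enzyme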
ADAM17 inh – ADAM17 inhibitors, primary screen, biochemical, QFRET. Disintegrin and metalloproteinase domain-containing protein 17 (Homo sapiens), P78536. recombinant ADAM17, EDANS/DABCYL FRET peptide cleavage. inhibition, % at 6.95 µM. 0.83% of 370,000 active;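 active means inhibition above the mean of compounds lying between control limits plus 3 SD, set per campaign, cut at about 8.5% in these data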;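 further: 0% = DMSO-only wells as the low control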
DDE Tn6 FP inh – inhibitors of Tn6 peptide binding to fibrin DD(E), primary screen, biochemical, fluorescence polarization, human fibrin, Tn6 probe. Fibrin DD(E) TRITC-Tn6 fluorescence polarization displacement. inhibition, % at 8.3 µM. 0.21% of 370,000 active. Fibrinogen beta chain (Homo sapiens), P02675;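 active means inhibition above a per-campaign cutoff: mean of compounds within control limits plus 3 SD, cut at about 15% in these data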;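 further: 0% = median of all compound wells on the plate and 100% = blocking peptide control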
ARFGAP1 inh – inhibitors of rat ARFGAP1 GAP activity, primary screen, biochemical, fluorescence polarization, GDP tracer | inhibition, % at 16.5 µM | ADP-ribosylation factor GTPase-activating protein 1 (Rattus norvegicus), Q62848 | Arfgap1-stimulated ARF1 GTP hydrolysis, GDP FP detection | AID 651572, 2012 | 0.26% of 360,000 active;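 active means inhibition above a per-plate limit, mean inhibition of low control wells plus 3 SD, cut at about 25% in these data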;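 further: 0% = DMSO wells with enzyme and 100% = wells lacking Arfgap1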
Target sequence (Q62848 1-136 limits assumed): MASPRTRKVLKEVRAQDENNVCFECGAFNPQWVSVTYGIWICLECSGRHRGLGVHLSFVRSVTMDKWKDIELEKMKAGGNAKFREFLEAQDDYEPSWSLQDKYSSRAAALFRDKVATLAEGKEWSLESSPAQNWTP
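material = rat Arfgap1 catalytic domain, aa 1-136 | also added = human ARF1(Δ1-17)-GTP substrate | compound dosing = one concentration, 16.5 µM, DMSO 1.26% | times = GTP hydrolysis reaction 2 h at 25 °C | measured by = FP, GDP Alexa 633 tracer displaced from anti-GDP antibody, 620/688 nm | evaluation = percent inhibition of Arfgap1-stimulated GTP hydrolysis | replication = single well per compound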
ADAM10 inh – human ADAM10 inhibitors, primary screen, biochemical, QFRET, HTS; recombinant ADAM10, EDANS/DABCYL FRET peptide cleavage, 3 h; Disintegrin and metalloproteinase domain-containing protein 10 (Homo sapiens), O14672; inhibition, % at 7 µM; 0.62% of 370,000 active;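 active means inhibition above a per-campaign cutoff equal to the mean of compounds falling between control-based bounds plus 3 SD, cut at about 20% in these data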;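 further: 0% = DMSO wells while the 100% control is not disclosed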
Target sequence (O14672 214-748 limits assumed): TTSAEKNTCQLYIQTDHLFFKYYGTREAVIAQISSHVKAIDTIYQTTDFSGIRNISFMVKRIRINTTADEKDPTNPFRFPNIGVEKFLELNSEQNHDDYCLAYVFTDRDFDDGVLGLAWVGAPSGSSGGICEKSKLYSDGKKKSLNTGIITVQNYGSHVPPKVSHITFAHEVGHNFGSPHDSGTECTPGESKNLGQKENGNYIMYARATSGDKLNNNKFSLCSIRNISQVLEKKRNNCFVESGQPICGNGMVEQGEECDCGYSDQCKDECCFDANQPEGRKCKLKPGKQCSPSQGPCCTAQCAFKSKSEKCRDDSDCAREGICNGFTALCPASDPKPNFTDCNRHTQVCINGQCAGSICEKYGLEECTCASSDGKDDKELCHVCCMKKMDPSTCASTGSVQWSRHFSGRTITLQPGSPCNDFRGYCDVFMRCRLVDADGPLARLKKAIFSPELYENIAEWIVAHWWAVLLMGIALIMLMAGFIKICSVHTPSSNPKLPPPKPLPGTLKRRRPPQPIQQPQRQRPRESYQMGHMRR
proKLK7 act – proKLK7 zymogen activators, primary screen, biochemical, fluorescence intensity; 0.9% of 370,000 active; AID 652039, 2013; purified proKLK7, EDANS-DABCYL substrate fluorescence; 100% is mature enzyme control, 0% vehicle; activation, % at 7 µM;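 active means activation above the mean of all tested compounds plus 3 SD, computed per campaign excluding outliers beyond control limits, cut at about 13% in these data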
Target sequence (P49862 whole entry, looked up): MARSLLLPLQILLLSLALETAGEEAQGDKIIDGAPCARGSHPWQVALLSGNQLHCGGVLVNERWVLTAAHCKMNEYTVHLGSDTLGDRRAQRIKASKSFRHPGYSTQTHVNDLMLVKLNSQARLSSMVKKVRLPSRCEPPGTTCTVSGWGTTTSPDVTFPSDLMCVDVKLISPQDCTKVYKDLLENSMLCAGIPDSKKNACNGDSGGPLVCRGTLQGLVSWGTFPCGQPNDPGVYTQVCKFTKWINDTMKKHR
LEDGF integ inh – blockers of LEDGF/p75-dependent integrase strand transfer – biochemical, TR-FRET, high throughput, primary screen; HIV-1 integrase (with human LEDGF/p75); 0.64% of 370,000 active; TR-FRET IN-LEDGF/p75 DNA integration, Eu/Cy5; inhibition, % at 3.7 µM;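 active means inhibition above the screen-wide mean plus 3 SD, cut at about 13% in these data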;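 further: signal is the Cy5 over europium emission ratio at 671 and 618 nm; 0% = plate median of compound wells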
PLCg1 inh – PLC-gamma1 enzyme inhibitors, primary screen, biochemical, fluorescence, purified enzyme | 1-phosphatidylinositol 4,5-bisphosphate phosphodiesterase gamma-1 (Homo sapiens), P19174 | fluorogenic substrate | inhibition, % at 12.2 µM | 0.84% of 370,000 active; in the data active means inhibition above about 9.5%
* = called active by the depositor; i = inactive; nt = no result given; & = joins results of further samples.

SMILES | Tn7 DDE FP | TDP2 absorb | ASAP1 inh | ADAM17 inh | DDE Tn6 FP inh | ARFGAP1 inh | ADAM10 inh | proKLK7 act | LEDGF integ inh | PLCg1 inh
COc1cc(OC)c(N(C)S(=O)(=O)c2cccc(C(=O)OCC(=O)c3c[nH]c4ccccc34)c2)cc1Cl | -2 | 7 | 18 | -1 | 2 | 7 | 32* | -1.6 | -4 | 4
COc1ccc2c(c1)oc(=O)c1cc(OC)ccc12 | 5 | -3 | -21 | -381 | 6 | -1 | i | 7.6 | -1 | -309
Cc1ccc(CNC(=O)CN2C(=O)c3ccccc3S2(=O)=O)cc1 | -1 | 10 | -10 | 0 | 5 | -6 | 5 | 0.1 | -1 | -1
S=c1[nH]nc(C2CCCCC2)n1Cc1ccccc1 | 3 | -5 | -1 | 0 | 4 | -6 | -6 | 0.3 | 0 | -2
Cc1ccc(S(=O)(=O)Oc2ccccc2/C=N/N=C(N)N)cc1 | -5 | -11 | 1 | 0 | 5 | 4 | -4 | -0.8 | 2 | 2
O=C(CNS(=O)(=O)c1ccccc1F)NNC(=O)c1ccc(Br)cc1 | 8 | 1 | 1 | -3 | -3 | 0 | 4 | 0.6 | 0 | -2
Cc1[nH]c2ccccc2c1/C=C/c1nc2ccccc2c(=O)n1CCO | -9 | -10 | -1 | -7 | -9 | 18 | -21 | -10 | 5 | -113
Cc1cc(C)c2c(-c3ccc(F)cc3)c(C#N)c(=O)n(C)c2n1 | 0 | 4 | 5 | 0 | 7 | 4 | -9 | 0.1 | 1 | 0
O=C(c1ccc(F)cc1)N1CCC(C(=O)N2CCCc3ccccc32)CC1 | -3 | -1 | 3 | -2 | 6 | -6 | 2 | 0.7 | 2 | -1
COc1ccc(-n2cc(-c3ccc(OC)c(OC)c3)[nH]c2=S)cc1 | -5 | 0 | 9 | 0 | 1 | 16 | 0 | -0.2 | -2 | -7
O=C1c2ccccc2C(=O)N1CCCn1ccnc1 | 4 | 10 | -1 | -6 | 8 | 2 | -4 | 0.0 | 1 | -1
Cc1nc(Nc2ccc(Cl)c(Cl)c2)sc1C(=O)Nc1ccccc1 | 0 | -1 | -6 | 4 | -13 | 13 | -1 | -3.7 | 2 | -35
COc1ccc(S(=O)(=O)Nc2ccc(-n3cnnn3)cc2)cc1Br | -4 | 11 | -1 | -4 | -11 | 6 | -3 | -0.9 | 1 | 2
CCn1c(C)c(C)c2cc(C(=O)NCCCN3CCCCC3C)ccc21 (configuration not stated) | 3 | -7 | -8 | -7 | -1 | 13 | -22 | -0.8 | -7 | -21
O=C(O)c1cccc(S(=O)(=O)N2CCCC(c3nc4c(nnn4Cc4ccc(F)cc4)c(=O)[nH]3)C2)c1 (configuration not stated) | 2 | 6 | 10 | -5 | -5 | -4 | 2 | -0.5 | 0 | -1
CCOC(=O)c1sc(NC(=S)NC(=O)c2ccccc2)c(C(=O)OCC)c1C | -1 | 4 | 7 | -1 | 5 | -2 | -5 | 0.1 | 1 | -1
Cc1cc2nc(CS)[nH]c2cc1C | -1 | 3 | -8 | -16 | -9 | 9 | -27 | -0.9 | 3 | -79
CC1CCN(Cc2c(C(=O)N/N=C/c3ccccc3O)nnn2-c2nonc2N)CC1 | -1 | 1 | -3 | -3 | -8 | 5 | -8 | -0.3 | -4 | -6
COc1ccc(CCNC(=O)CCn2c(=O)oc3ccccc32)cc1 | -1 | 0 | 13 | 1 | 1 | 9 | -2 | -0.6 | 3 | 1
O=C(NC1CCCC1)N1CCC(c2nc3ccc(Cl)cc3[nH]2)CC1 | 1 | 8 | nt | 0 | 3 | nt | 3 | -0.2 | -1 | -8
Cc1nccnc1Sc1ccccc1 | -10 | 1 | 2 | 2 | -6 | 4 | -3 | -0.3 | 2 | 5
COC(=O)c1ccccc1NC(=S)N1CCN(c2ccc(OC)cc2)CC1 | 0 | -19 | 4 | 1 | -7 | -7 | 10 | 0.3 | 2 | 5
c1ccc(CCn2nnnc2CN2CCc3ccccc32)cc1 | 3 | -6 | -1 | -6 | 11 | 5 | -4 | -0.3 | 2 | -2
CCOc1ccc(NCc2ccccc2OCc2cccc(F)c2)cc1 | 2 | -5 | 8 | -3 | -5 | 5 | -12 | 0.2 | 3 | -22

8 of these compounds, reformatted:
Value order: Tn7 DDE FP	TDP2 absorb	ASAP1 inh	ADAM17 inh	DDE Tn6 FP inh	ARFGAP1 inh	ADAM10 inh	proKLK7 act	LEDGF integ inh	PLCg1 inh
> Cc1cc2nc(CS)[nH]c2cc1C
  -1	3	-8	-16	-9	9	-27	-0.9	3	-79
> CC1CCN(Cc2c(C(=O)N/N=C/c3ccccc3O)nnn2-c2nonc2N)CC1
  -1	1	-3	-3	-8	5	-8	-0.3	-4	-6
> COc1ccc(CCNC(=O)CCn2c(=O)oc3ccccc32)cc1
  -1	0	13	1	1	9	-2	-0.6	3	1
> O=C(NC1CCCC1)N1CCC(c2nc3ccc(Cl)cc3[nH]2)CC1
  1	8	nt	0	3	nt	3	-0.2	-1	-8
> Cc1nccnc1Sc1ccccc1
  -10	1	2	2	-6	4	-3	-0.3	2	5
> COC(=O)c1ccccc1NC(=S)N1CCN(c2ccc(OC)cc2)CC1
  0	-19	4	1	-7	-7	10	0.3	2	5
> c1ccc(CCn2nnnc2CN2CCc3ccccc32)cc1
  3	-6	-1	-6	11	5	-4	-0.3	2	-2
> CCOc1ccc(NCc2ccccc2OCc2cccc(F)c2)cc1
  2	-5	8	-3	-5	5	-12	0.2	3	-22

Remaining list, next part.
SMILES | Tn7 DDE FP | TDP2 absorb | ASAP1 inh | ADAM17 inh | DDE Tn6 FP inh | ARFGAP1 inh | ADAM10 inh | proKLK7 act | LEDGF integ inh | PLCg1 inh
CSc1ccc(/C=C(/NC(=O)c2ccco2)C(=O)NCc2ccco2)cc1 | 7 | 2 | 17 | -7 | -2 | 5 | -11 | -3.2 | -4 | -8
O=C(c1ccc(S(=O)(=O)Cc2ccccc2Cl)c([N+](=O)[O-])c1)N1CCOCC1 | 2 | 7 | 2 | -4 | 0 | -3 | -5 | 0.6 | 2 | 1
C#Cc1cccc(NC(=O)C2CCN(C(C)=O)CC2)c1 | 2 | -1 | 3 | -4 | -6 | -4 | 6 | 0.1 | 2 | 1
COc1ccc(C(=O)CSc2nc3[nH]ncc3c(=O)[nH]2)cc1 | -7 | 1 | 10 | 2 | -3 | 10 | 6 | -0.9 | 6 | 1
O=C(Nc1ccccc1)NC1(C(=O)N2CCN(c3ncccn3)CC2)CCCCC1 | -3 | -6 | -6 | 1 | 1 | 16 | -7 | 0.4 | -3 | 2
CCc1cc2c(SCC(=O)c3ccccc3)ncnc2s1 | 3 | -7 | 6 | 2 | 1 | -1 | -1 | -0.5 | 2 | 3
COCCNC(=S)NC1CC2CCC(C1)N2Cc1ccccc1 (configuration not stated) | -2 | -6 | 9 | -7 | 3 | 5 | -7 | 0.5 | -1 | 2
CN(Cc1ccccc1)C(=C(Cl)Cl)/C(=C1/NCCN1C)[N+](=O)[O-] | 0 | 12 | -5 | -4 | -1 | -5 | -6 | -0.1 | 5 | -3
Cc1ccc(-n2c(SCC(=O)Nc3cc(C)on3)nc3ccccc3c2=O)cc1 | -5 | -4 | -6 | -2 | -5 | 12 | 10 | 0.3 | 1 | 3
Cc1cc(=O)oc2cc(OCC(=O)N3CCN(C(=O)c4ccco4)CC3)ccc12 | 6 | -1 | 10 | -76 | -3 | 8 | -212 | -0.8 | -2 | -14
CC(C)(C=O)Cc1cc(C(C)(C)C)c(O)c(C(C)(C)C)c1 | -10 | -1 | 4 | -4 | -6 | 6 | -9 | -0.1 | -4 | -2
COC(=O)c1ccc(OCC(=O)Nc2ccccc2C(=O)NC2CC2)cc1 | -5 | -7 | 9 | -7 | 0 | -12 | -25 | 0.6 | -5 | -3
CCOC(=O)c1cnc[nH]c1=O | 5 | -4 | -3 | 0 | 2 | 16 | -19 | -0.5 | -7 | 0
O=C(Nc1cc(S(=O)(=O)N2CCCCC2)ccc1O)c1ccccc1NS(=O)(=O)c1ccc(F)cc1 | 1&1 | 1&13 | 6&7 | -14&-15 | 2&2 | 1&0 | -23&-30 | 0.5&1.7 | 1&4 | -68&-65
COc1ccc(OCCCN(C)Cc2ccccc2)cc1 | 7 | 11 | -2 | -2 | -4 | 5 | 2 | 0.5 | 0 | 0
Cc1ccc(N2CC3=C(C2=O)C(c2ccccc2)NC(=O)N3C)cc1 (configuration not stated) | 2 | 3 | 3 | 1 | 1 | 7 | 5 | 0.3 | -3 | 8
CC(=O)Nc1c2c(nn1-c1cccc(Cl)c1)CS(=O)C2 (configuration not stated) | -2 | -2 | 16 | 1 | 2 | 12 | -6 | -0.3 | -3 | -1
Cc1ccc(-c2nnn(CC(=O)N3CCC(C)CC3)n2)o1 | -4 | -8 | -4 | -1 | -5 | 2 | -5 | 0.1 | -1 | 0
CC(=O)C1=C(O)C(=O)N(c2ccc(O)cc2)C1c1ccccc1F (configuration not stated) | 0 | 2 | -1 | -7 | -4 | 5 | -6 | 1.0 | -1 | -53
O=C(Nc1ccc(F)cc1F)c1ccc2c(=O)n3c(nc2c1)CCC3 | 0 | 12 | 5 | -5 | -4 | 3 | -14 | 0.5 | 0 | -1

Screening results: PubChem BioAssay, The Scripps Research Institute Molecular Screening Center
